Screening data deposited in PubChem BioAssay by several laboratories.
E-sel TNF inh: blocks E-selectin expression induced by TNF alpha; HUVEC TNFa-induced E-selectin immunofluorescence, high content; inhibition, % at 2 µM; hit rate 0.71% among 120,000; AID 1246;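 active = inhibition above the batch mean plus 3 SD, and confirmed as a hit on visual image review, cut at about 43% in these data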;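 note: 0% = TNF-stimulated DMSO wells and 100% = unstimulated control wells; not every result past the cut was called active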
NPY-Y2 antag: NPY-Y2 (human) receptor antagonism. NPY-Y2 expressing cells, antagonist mode. inhibition, % at 2.7 µM. hit rate 0.99% among 140,000. P49146; in the data active = inhibition above about 17%;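 note: 0% = vehicle with agonist challenge and 100% = reference antagonist with challenge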
Target sequence (P49146 whole entry, looked up): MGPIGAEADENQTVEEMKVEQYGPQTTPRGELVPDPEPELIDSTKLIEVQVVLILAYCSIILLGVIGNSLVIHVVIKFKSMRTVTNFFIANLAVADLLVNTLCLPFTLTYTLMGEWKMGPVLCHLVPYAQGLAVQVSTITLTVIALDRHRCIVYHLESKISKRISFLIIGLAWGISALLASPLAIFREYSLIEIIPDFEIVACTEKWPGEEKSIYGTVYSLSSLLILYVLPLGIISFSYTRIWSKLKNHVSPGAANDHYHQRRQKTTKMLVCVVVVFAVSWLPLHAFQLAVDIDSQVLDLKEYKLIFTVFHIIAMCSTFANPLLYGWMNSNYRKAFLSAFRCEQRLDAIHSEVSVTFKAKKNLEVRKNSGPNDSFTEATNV
HCT116 PTEN-null: suppresses growth of cells with PTEN deletion | HCT116 PTEN-null viability, CellTiter-Glo, 60 h; stronger effect = lower value | viability, % at 10 µM | hit rate 1.2% among 140,000 | AID 827;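 active = viability at or below a set limit, 4 SD under the median of all tested compounds, cut at about 3.7% in these data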;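 note: PTEN knockout HCT116 line with beta catenin targeted HCT116 as companion control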
HCT116 bCat-KO: beta-catenin-lacking colon tumor cell growth suppression; HCT116 beta-catenin knockout viability, CellTiter-Glo, 60 h; stronger effect = lower value; viability, % at 10 µM; hit rate 1.5% among 140,000;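 active = viability at or under a set limit, the compound median less 4 SD, cut at about 6% in these data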;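 note: 0% = Hyamine 1622 control at 20 µM and 100% = untreated cell control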
MRP1 act: activators of MRP-1 | viability increase, % at 10 µM | H69AR cells + doxorubicin, viability rescue, CellTiter-Glo | AID 799 | hit rate 0.61% among 140,000;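 active = viability gain under doxorubicin at or above a set limit, the compound median plus 3 SD, cut at about 4.7% in these data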;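 note: MRP-1 overexpressing cells given doxorubicin 25 µM after compound pretreatment; 18-22 h compound pretreatment then 72 h with doxorubicin before readout; 0% = doxorubicin-only wells and 100% = vehicle-treated cells without doxorubicin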
Phagocyt inh: macrophage phagocytosis inhibition. inhibition, % at 5 µM. J774A.1 macrophage IgG-bead phagocytosis, imaging. hit rate 0.07% among 110,000;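 active = inhibition above the mean of the plate negative controls plus 5 SD, cut at about 13% in these data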;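 note: phagocytic index as fraction of beads internalized from green versus red external bead signal; plate controls were DMSO negative control for no effect and cytochalasin-D positive control for full effect; some results beyond the cut were filed as inactive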
BB579 growth dn: reduces growth of yeast BB579 in restrictive medium | S. cerevisiae BB579 growth, OD615, 48 h | inhibition, % at 10 µM | hit rate 0.51% among 140,000 | AID 804;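 active = inhibition above a set limit, 3 SD over the mean compound inhibition, cut at about 44% in these data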; note: inactives centre near -24
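Test system: S. cerevisiae DeaD strain BB579 yeast; Medium: restrictive CSMM-D medium; Compound: one dose, 10 µM compound with 0.25% DMSO; Incubation: 4 h cell preincubation, 48 h compound exposure, 30 °C humidified; Signal: OD at 615 nm; Benchmarks: amphotericin B at 10 µg/mL as positive control.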
Measles CPE: protection of cells from measles virus; Measles virus-infected cells, CPE protection, absorbance; protection (pct of control), % at 4 µM; hit rate 1.5% among 140,000; AID 841; in the data active = protection mostly above about 24%, no sharp cut-off; inactive = mostly below about 26%; note: some compounds called inactive have numbers as strong as hits
Yeast lifespan up: yeast lifespan extension; hit rate 0.68% among 130,000; inhibition of the nicotinamide effect, % at 10 µM; S. cerevisiae growth with nicotinamide, OD615; deaD strain in restrictive glucose medium;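 active = inhibition above a set limit, placed 3 SD over the median of all compounds, cut at about 26% in these data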;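 note: 0% = nicotinamide-treated wells and 100% = cells grown without nicotinamide; some compounds called inactive have numbers as strong as hits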
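Material: Modified budding yeast, DeaD strain | Medium: Restrictive glucose medium | Probe or stimulus: 1.5 mM nicotinamide | Dosing: Single dose 10 µM compound, 0.25% DMSO | Times: 48 h at 30 °C | Technique: OD615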
GALR2 antag: antagonists of human galanin receptor 2 (GALR2). AID 828. hit rate 0.39% among 140,000. GALR2-expressing cells, antagonist mode. inhibition, % at 4 µM. O43603; in the data active = inhibition above about 27%;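 note: cells stimulated with galanin 1-16 at roughly its EC80; 0% = agonist challenge control and 100% = basal control without agonist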
Target sequence (O43603 whole entry, looked up): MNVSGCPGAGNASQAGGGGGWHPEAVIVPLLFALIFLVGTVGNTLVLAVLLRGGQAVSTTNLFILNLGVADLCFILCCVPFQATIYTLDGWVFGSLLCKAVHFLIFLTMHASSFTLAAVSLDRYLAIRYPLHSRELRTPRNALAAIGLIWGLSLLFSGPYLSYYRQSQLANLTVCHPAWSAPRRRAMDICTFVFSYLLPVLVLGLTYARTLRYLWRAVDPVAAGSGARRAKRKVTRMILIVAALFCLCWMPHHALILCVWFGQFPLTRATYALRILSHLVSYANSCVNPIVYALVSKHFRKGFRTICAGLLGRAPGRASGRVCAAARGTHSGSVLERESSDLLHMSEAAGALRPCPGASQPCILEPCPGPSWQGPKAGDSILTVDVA
Starred values were filed as active, the others as inactive; nt = no result given. Rows are unselected. Share with any hit: about 6.1%.

SMILES	E-sel TNF inh	NPY-Y2 antag	HCT116 PTEN-null	HCT116 bCat-KO	MRP1 act	Phagocyt inh	BB579 growth dn	Measles CPE	Yeast lifespan up	GALR2 antag
CC(=O)N1CCN(c2ccccc2NC(=O)COc2ccc(Cl)cc2Cl)CC1	-5	9	61	78	-5.8	-1	-19	8	-11	15
Cc1cc2c(cc(C(=O)OC(C(=O)NCc3ccco3)C(C)C)n2C)o1 (configuration not stated)	5	8	83	87	-0.2	nt	-17	14	-3	-4
CCOc1ccc(C(=O)NCC(=O)OCc2csc(-c3ccccc3)n2)cc1	nt	2	105	96	1.2	-6	-24	3	1	-11
Cc1nnc(SCC(=O)NCc2ccc3c(c2)OCO3)[nH]c1=O	-33	8	96	92	-1.5	0	-23	6	1	3
Cc1ccc(-c2nn(-c3ccccc3)cc2/C=N/NS(=O)(=O)c2ccccc2)cc1	-13	4	40	41	3.1	nt	-23	5	-3	-7
N#Cc1c(NC(=O)CSc2ncn(-c3ccccc3)n2)sc2c1CCCC2	-7	-1	108	98	0.8	-2	-43	3	1	10
Cc1c(NC(=O)c2cc(-n3cnnc3)ccc2Cl)cccc1-c1nc2ccccc2o1	-28	-2	89	89	-1.5	nt	-33	15	-4	11
CCCC(=O)Nc1c(C)n[nH]c1C	17	0	95	108	0.4	nt	23	5	-17	4
O=C(CN1CCCCCC1)Nc1ccccc1F	7	1	100	96	0.5	0	-54	8	-5	1
CCc1ccccc1NC(=O)CN(C)C(=O)Cn1ncc(Cl)c(Cl)c1=O	nt	0	1.8*	1.8*	-6.1	-13	-1	-2	-1	78*
CCc1nc(Sc2nc(C)cc(C)n2)c2oc3ccccc3c2n1	-2	1	65	72	-5.7	-1	-23	14	-7	1
COC(=O)c1nc2n(n1)C(c1cccc(Cl)c1)C1=C(CCCC1=O)N2 (configuration not stated)	0	2	95	90	-1.4	0	1	10	-6	8
Cc1cc2c(cc1C)C(=O)NC(C)(C)C2	-9	2	81	88	-1.3	0	-13	3	-6	-8
Cc1nc(N2CCCC2)c2ccsc2n1	5	-1	114	108	-0.6	0	-70	24	-4	-13
O=C(Nc1ccc2[nH]c(=S)sc2c1)c1ccccc1	nt	0	104	113	-1.3	nt	-18	7	-3	13
COc1cc(NC(=O)Nc2ccccc2OC)c(OC)cc1NC(=O)CN1CCCCC1	-15	-3	63	59	-3.3	nt	-4	2	-25	-20
O=C(Nc1cccc(C(F)(F)F)c1)/C(=C/c1ccco1)NC(=O)c1cccs1	-41	1	40	51	-4.5	nt	-2	27	-24	-8
O=C(NC(Cc1ccccc1)C(=O)O)/C(=C\c1ccc(F)cc1)NC(=O)c1ccccc1 (configuration not stated)	nt	2	104	103	-0.7	nt	-21	17	-9	-12
Cc1cc(NC(=O)c2ccc(NC(=O)c3cccs3)cc2)no1	-33	2	104	106	-3.0	nt	-19	14	-8	16
O=C(CCCl)Nc1cc(SCCO)cc([N+](=O)[O-])c1	-21	0	83	76	-2.7	-1	-64	nt	-6	-8
CC(=O)OCC(OC(C)=O)C(OC(C)=O)C(OC(C)=O)C(=O)Nc1ccc(C)cc1 (configuration not stated)	13	1	99	98	-2.2	2	1	-1	-6	11
COc1cc(C(=O)N/N=C/C2CC=CCC2)cc(OC)c1OC (configuration not stated)	-1	3	81	75	1.0	-3	-18	8	0	1
O=C(COc1ccc2ccccc2c1Br)Nn1cnnc1	-10	13	103	104	-0.2	1	-5	12	-15	1
Cc1cccc(OCCn2c(CCCO)nc3ccccc32)c1	-10	1	88	76	-1.0	0	16	2	0	-13
Cc1cc(C)nc(N/N=C/C(Cl)=C/c2ccccc2)n1	12	5	95	92	-1.3	-1	-2	4	-14	12
COc1ccc(OCC(=O)NNC(=O)C2CCCO2)cc1 (configuration not stated)	nt	1	96	90	-1.2	0	-36	8	0	0
CCOc1ccccc1NC(=O)COC(=O)CN(C)S(=O)(=O)c1ccc(C)cc1	nt	-1	98	94	-1.2	-6	-22	8	0	1
CCc1cc(-c2n[nH]c(=S)n2CC)cs1	nt	5	97	101	-1.2	-1	2	17	-4	7
CCOc1ccc(N2C(=O)CSC2c2ccncc2)cc1 (configuration not stated)	14	3	99	96	-0.9	nt	-11	15	0	-17
COc1ccc(-c2noc(CCC(=O)N3CCN(Cc4ccccc4)CC3)n2)cc1	9	11	95	90	-0.1	0	-57	14	0	-1
CCC(C)(C)c1ccc(OCCN2C(=O)NC(C)(C)C2=O)cc1	nt	4	88	85	-4.6	-1	-9	18	-5	-6
Cc1ccccc1CSCC(=O)NC1CCCC1	0	0	96	99	-0.2	nt	-23	33	-3	1
O=C(CCN1CCc2ccccc2C1)Nc1ccc(F)cc1	-19	2	94	95	-2.5	nt	-49	2	0	7
COc1cccc(-n2c(SCC(N)=O)nnc2-c2ccncc2)c1	nt	0	69	78	1.0	-1	-9	4	-11	3
Nc1nonc1-n1nncc1-c1ccccc1	nt	2	100	93	-0.5	-2	-46	5	-17	-9
CCc1cc2c(NCCN3CCCCC3)ncnc2s1	12	-3	94	88	-0.7	-2	-8	6	-16	17
Cc1ccc(-c2nnc3c4ccccc4c(C)nn23)cc1NC(=O)CN1CCOCC1	-6	-1	102	105	-1.1	0	-49	nt	-9	1
Cc1ccc(C)c(NS(=O)(=O)c2ccc(OCC(=O)NCc3cccnc3)cc2)c1	nt	3	86	84	-4.5	-2	-5	6	-1	-8
Cc1nn(C)c(C)c1N1C(=O)c2cccc3c(N)ccc(c23)C1=O	2	8	101	92	-0.8	-5	-33	7	11	32*
CCOC(=O)CC(NC(=O)C1c2ccccc2Oc2ccccc21)c1ccc(C)cc1 (configuration not stated)	nt	8	75	69	-1.2	-4	-28	46	3	0
Oc1ccccc1/C=N/NC1=NCCCCC1	-6	1	102	96	-0.4	-3	-22	9	-15	14
COCCCNC(=O)CC(NS(=O)(=O)c1ccc(Cl)cc1)c1ccco1 (configuration not stated)	5	2	97	102	-0.7	-2	10	27	-14	-8
Clc1ccc(CON/C=N/c2ncnc3sccc23)cc1	29	5	80	84	-1.1	nt	6	7	-29	-4
CCOc1ccc(NC(=S)NC(=O)c2c(Cl)cnn2CC)c([N+](=O)[O-])c1	nt	0	84	91	-2.4	-5	-32	8	3	-7
COc1ccc2nc(/N=C(\N)NC(=O)Nc3ccccc3)nc(C)c2c1	31	10	26	30	-3.1	-4	68*	9	-7	-6
COc1ccc(/C=C/c2nc(-c3ccccc3O)n[nH]2)cc1OC	nt	1	60	73	-2.1	-9	-33	24	-6	5
CC(C)CCn1nc(C(=O)Nc2nc3c(s2)CCCC3)c2ccccc2c1=O	nt	3	59	65	2.1	-5	10	19	-4	7
C=C(C)COc1ccc(-c2n[nH]c(C)c2-c2ccc(Br)cc2)c(O)c1	6	-2	30	21	-6.3	nt	-31	6	-15	-6
Cc1cc2cc(CNC(=O)c3ccc(C)c([N+](=O)[O-])c3)ccc2[nH]1	1	0	91	98	-0.6	nt	-37	6	-4	3
CCOC(=O)c1ccc(NC(=O)CN(c2ccc(C)cc2)S(=O)(=O)c2c(C)nn(C)c2C)cc1	0	-3	76	84	-2.6	0	-19	3	-4	-14
CCS(=O)(=O)N1CCC(C(=O)NCCc2ccc(OC)c(OC)c2)CC1	nt	1	91	89	-2.6	-3	-1	6	-7	2
OC(CCN1CCOCC1)(c1ccc(Cl)cc1)C1CCCCC1 (configuration not stated)	3	8	70	57	-1.3	-4	-17	9	1	-12
O=C1CCCC2=C1C(c1cccs1)n1nc(SCc3ccccc3F)nc1N2 (configuration not stated)	-23	1	66	73	-5.0	nt	-28	8	0	5
COc1ccc(CNCCC(c2ccc(OC(C)C)cc2)C(C)C)cc1OC (configuration not stated)	-23	4	1.3*	1.2*	-2.2	nt	2	4	-13	-4
N#Cc1ccc(N2Cc3ccccc3C2=NC(=O)c2cccnc2Cl)cc1	11	3	92	101	-1.3	-5	-56	6	6	-3
C=CCSc1nc2c(c(=O)n(C)c(=O)n2C)n1CC	5	1	100	100	-0.7	-3	8	11	-17	2

(next part)
SMILES	E-sel TNF inh	NPY-Y2 antag	HCT116 PTEN-null	HCT116 bCat-KO	MRP1 act	Phagocyt inh	BB579 growth dn	Measles CPE	Yeast lifespan up	GALR2 antag
CCn1nnnc1SCC(=O)N(C1CCCCC1)C1CCCCC1	nt	0	85	84	-0.3	0	16	3	-12	7
Cn1c(=N)n(CC(O)c2cccc3ccccc23)c2ccccc21 (configuration not stated)	nt	24*	32	29	-2.5	0	-70	31	5	8
CC(=O)OCc1cc2cc(C)ccc2[nH]c1=O	-10	-2	97	94	-1.0	0	6	6	-30	11
CN1C(C(=O)Nc2ccccn2)=C(O)c2ccccc2S1(=O)=O	nt	2	101	95	-1.3	nt	-11	7	15	1
O=C(Nc1ccc(SC(F)F)cc1)c1cccc2nc3ccccc3nc12	-4	-1	70	50	-5.9	-2	-9	6	-9	3
O=C(CN1CCOCC1)N1CCN(S(=O)(=O)c2ccccc2)C1c1ccccc1 (configuration not stated)	-36	3	88	84	-1.9	-1	-47	9	7	5
CCOc1ccccc1N(CC(=O)N1CCOCC1)S(=O)(=O)c1ccc(SC)cc1	-7	4	99	91	-3.3	-1	-32	7	6	-3
C=CCn1c(CC#N)nnc1N1CCOCC1	26	-1	104	97	-0.9	-5	-68	2	-8	3
CCc1cc(=O)oc2cc(OC(C)C(=O)O)c(Cl)cc12 (configuration not stated)	-58	2	93	100	-0.7	3	-12	6	-23	-7
CCSc1oc(-c2ccco2)nc1S(=O)(=O)c1ccccc1	-12	2	84	85	-0.6	nt	-25	12	-8	-4
O=C(CN(Cc1ccccc1F)C(=O)c1ccco1)NCc1ccc(F)cc1	-3	1	85	107	-3.3	-4	-11	5	-23	-7
COCC(=O)Nc1c(C(=O)Nc2ccccc2OC)oc2ccccc12	-7	3	68	66	-1.5	-1	-6	7	-27	10
COc1ccc(CNc2nc(NCc3ccc(OC)cc3)n(S(C)(=O)=O)n2)cc1	7	3	96	93	5.1*	0	-40	5	14	7
Cc1ccc(OCCNC(=O)C2CC(=O)N(c3ccc(C)cc3)C2)cc1 (configuration not stated)	-11	7	92	99	1.4	-1	-45	13	-2	-2
O=C(Cn1cnc2c(nnn2Cc2ccccc2F)c1=O)N1CCN(c2ccccc2)CC1	16	0	86	87	0.6	nt	-34	16	nt	3
CC1CCCCC1NC(=O)COC(=O)c1ccccn1 (configuration not stated)	9	1	102	94	-0.2	2	-43	3	-3	0
CCCCCC(=O)Nc1ccc2oc(-c3ccncc3)nc2c1	nt	-1	99	97	-1.0	0	23	14	-18	-13
CC(=O)NCCc1nc2ccccc2[nH]1	nt	2	88	91	-3.2	nt	-32	4	0	6
CCCc1nc2n[nH]c(N)c2c2c1CCC2	-2	1	101	106	-0.2	-1	-39	18	-6	-5
